STAT1 blocker: reduces IFN-gamma driven STAT1 reporter signal; NIH 3T3 STAT1-luciferase reporter, luminescence; inhibition, % at 5.5 µM; actives 0.35% (n = 200,000); AID 920;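 active = inhibition above a set limit, the mean inhibition across all tested compounds plus 3 SD, cut at about 34% in these data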;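 note: 0% = IFN-gamma with DMSO and 100% = IFN-gamma with 300 µM nifuroxazide; values of inactives mirror those of a sister screen read the other way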
TLR4-MyD88 BLA: blocks binding of human TLR4 to MyD88; AID 861; inhibition, % at 8.4 µM; HeLa CL3-4 TLR4/MyD88 BLA complementation, FRET ratio; O00206+Q99836; actives 0.18% (n = 200,000); in the data active = inhibition above about 25%;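 note: 0% = vehicle and 100% = reference inhibitor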
Target sequence (O00206 whole entry, looked up): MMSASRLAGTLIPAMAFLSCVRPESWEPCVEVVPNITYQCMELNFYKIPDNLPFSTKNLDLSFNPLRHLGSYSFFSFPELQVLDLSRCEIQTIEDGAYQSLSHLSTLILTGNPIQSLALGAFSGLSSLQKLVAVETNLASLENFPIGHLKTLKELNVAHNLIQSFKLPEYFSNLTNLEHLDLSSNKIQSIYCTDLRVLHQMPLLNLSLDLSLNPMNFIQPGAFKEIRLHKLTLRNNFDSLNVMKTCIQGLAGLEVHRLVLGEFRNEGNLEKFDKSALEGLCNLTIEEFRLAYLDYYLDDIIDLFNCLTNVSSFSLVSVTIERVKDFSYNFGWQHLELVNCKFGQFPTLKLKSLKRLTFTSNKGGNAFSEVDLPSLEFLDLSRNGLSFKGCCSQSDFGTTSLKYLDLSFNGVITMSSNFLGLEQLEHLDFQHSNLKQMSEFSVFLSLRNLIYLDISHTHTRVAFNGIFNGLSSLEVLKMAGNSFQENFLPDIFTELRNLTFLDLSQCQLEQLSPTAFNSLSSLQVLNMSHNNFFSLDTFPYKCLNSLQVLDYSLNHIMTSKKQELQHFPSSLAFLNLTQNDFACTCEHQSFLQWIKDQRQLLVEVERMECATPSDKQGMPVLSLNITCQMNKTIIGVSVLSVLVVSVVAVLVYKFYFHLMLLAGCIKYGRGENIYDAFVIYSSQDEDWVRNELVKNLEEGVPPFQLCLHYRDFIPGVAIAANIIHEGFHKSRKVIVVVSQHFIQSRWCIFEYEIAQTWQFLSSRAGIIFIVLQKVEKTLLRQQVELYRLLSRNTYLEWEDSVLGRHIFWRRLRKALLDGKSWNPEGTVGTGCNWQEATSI
Target sequence (Q99836 whole entry, looked up): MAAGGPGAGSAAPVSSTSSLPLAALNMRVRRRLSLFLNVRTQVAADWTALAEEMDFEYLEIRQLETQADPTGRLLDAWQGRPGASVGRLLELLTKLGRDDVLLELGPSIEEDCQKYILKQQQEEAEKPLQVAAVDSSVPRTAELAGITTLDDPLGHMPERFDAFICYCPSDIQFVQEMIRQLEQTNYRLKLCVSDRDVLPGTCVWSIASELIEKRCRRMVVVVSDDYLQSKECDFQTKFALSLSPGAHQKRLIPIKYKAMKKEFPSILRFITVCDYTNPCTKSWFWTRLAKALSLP
Hsp70 activator: switches on Hsp70 transcription. HeLa Hsp70 promoter luciferase reporter, luminescence; scaled: vehicle 0, proteasome-inhibitor control 100%. activation, % at 10 µM. actives 0.04% (n = 200,000). AID 1203;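 active = activation above the mean across all tested compounds plus 3 SD, cutoff set per campaign, cut at about 5.5% in these data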;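 note: 100% = MG132 at 30 µM as the positive control and 0% = DMSO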
Efa HMGR inh: inhibitors of class II HMG-CoA reductase from Enterococcus faecalis; purified E. faecalis HMGR, NADPH absorbance 340 nm kinetic; actives 0.41% (n = 190,000); inhibition, % at 10 µM;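 active = inhibition above a set limit, the median over all tested compounds plus 3 SD, cut at about 9.5% in these data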;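 note: enzyme runs in reverse so mevalonate oxidation gives rising NADPH absorbance; 0% = complete reaction with DMSO and 100% = background rate lacking mevalonate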
APP 5'UTR act: activates APP 5'UTR luciferase reporter. SH-SY5Y APP 5'UTR luciferase reporter, luminescence; zero percent = DMSO vehicle wells. activation, % at 2 µM. actives 1% (n = 190,000). AID 1276;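 active = activation above a set limit, based on mean plus 3 SD of controls, cut at about 140% in these data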; note: values of inactives mirror those of a sister screen read the other way
STAT1 act: activators of IFN-gamma induced STAT1 signaling | NIH 3T3 STAT1-luciferase reporter, luminescence; 100% = IFN-gamma alone, no compound | activation (% of control), % at 5.5 µM | actives 2.6% (n = 200,000);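 active = activation above the screen-wide mean activation plus 3 SD, cut at about 130% in these data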;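 note: raw ratio to IFN-gamma control signal so 100% means no change and 0% no light; values of inactives mirror those of a sister screen read the other way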
STAT3 inh: STAT3 signaling inhibition; U3A cells, IL-6 STAT3-luciferase reporter, luminescence; host cell line lacks STAT1; inhibition, % at 5.5 µM; actives 0.89% (n = 190,000); AID 862;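 active = inhibition above the mean inhibition across all screened compounds plus 3 SD, cut at about 44% in these data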;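 note: 0% = DMSO only wells and 100% = 100 µM nifuroxazide control wells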
Redox H2O2 prof: compounds producing H2O2 with reducing agent – biochemical, NIH compound library profiling, artefact control for MLSCN library redox annotation, primary screen; DTT-dependent redox cycling H2O2, phenol red/HRP absorbance; 100% = 100 µM peroxide control, 0% = buffer; activation, % at 10 µM; actives 0.03% (n = 200,000); AID 878;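 active = activation of at least 50% relative to the plate's high and low controls in the primary single-dose screen; inactive = activation below 50%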;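 note: compound incubated with DTT at 0.8 mM final as the reducing agent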
NF-kB expr up: raises NF-kB expression in human neuronal cells; NF-kB reporter expression; hits give high values; fold change at 12.5 µM; actives 1.6% (n = 190,000); in the data active = fold change above about 3.3
STAT3 act: activators of IL-6 induced STAT3 signaling. activation (% of control), % at 5.6 µM. U3A cells, IL-6 STAT3-luciferase reporter, luminescence; 100% = signal with IL-6 EC80 alone. AID 871. actives 0.91% (n = 190,000);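 active = activation above the screen-wide mean of compound activation plus 3 SD, cut at about 130% in these data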;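 note: 0% = background luminescence of wells with medium and substrate only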
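System – human U3A cells carrying STAT3-luciferase construct · Probe or stimulus – Interleukin-6, 33 ng/mL · Schedule – compound 1 h, then IL-6 6 h at 37 °C · Signal – luminescence from STAT3-driven luciferase reporter · Evaluation – percent of IL-6-only median luminescence · Benchmarks – IL-6-only high control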
* = called active by the depositor; nt = not tested or not shown.

SMILES | STAT1 blocker | TLR4-MyD88 BLA | Hsp70 activator | Efa HMGR inh | APP 5'UTR act | STAT1 act | STAT3 inh | Redox H2O2 prof | NF-kB expr up | STAT3 act
COC(=O)c1c(-c2ccc(Br)cc2)csc1NC(=O)Cc1ccc(OC)c(OC)c1 | 2 | 10 | -0.2 | -3 | 1 | 98 | 6 | 0.3 | 0.94 | 93
Cc1c(C(=O)O)sc2nc(SCC(=O)Nc3ccc(S(=O)(=O)NCCCC(=O)O)cc3)[nH]c(=O)c12 | 2 | -6 | -0.2 | -2 | 12 | 96 | 1 | 0.1 | 1 | 105
CN1CCN(C(=O)CC2C(=O)NCCN2Cc2ccc(-c3ccccc3)cc2)CC1 (stereo not drawn) | -5 | 1 | 0.1 | -1 | -5 | 103 | 9 | -0.9 | 1.1 | 96
Cc1ccc2c(CC(=O)Nc3c(C)n(C)n(-c4ccccc4)c3=O)coc2c1 | 0 | 10 | 0.1 | 0 | -3 | 100 | -3 | 0.1 | 1.4 | 107
CC1=Nn2c(nnc2-c2ccccc2F)SC1 | 9 | -9 | -0.5 | 0 | 3 | 92 | 0 | -0.3 | 0.98 | 104
CCCCSc1nc(N)c(NC(=O)c2ccco2)c(=O)[nH]1 | 1 | -7 | 0.0 | -2 | -5 | 99 | 11 | -3.0 | 1.4 | 98
CC(=O)c1sc(NC(=O)c2ccc(F)c(F)c2)nc1C | -10 | 5 | 0.1 | 0 | 4 | 110 | 16 | -0.9 | 1.9 | 91
CC(C)CC(C(=O)OCC(=O)Nc1cccc(Cl)c1)N1C(=O)C2CC=CCC2C1=O (stereo not drawn) | -8 | 7 | -0.3 | -3 | -2 | 108 | 27 | 0.0 | 1.1 | 79
COc1ccc(C(=O)NCC(=O)N=Nc2c(O)n(Cc3ccccc3)c3ccccc23)cc1OC | -7 | -16 | -0.3 | -6 | -4 | 106 | -11 | 1.0 | 0.76 | 105
Cc1cc(C)c(NN=c2c(=O)c3ccccc3c2=O)c(C)c1 | -24 | -9 | -0.1 | 0 | -4 | 122 | -3 | 0.3 | 2.2 | 101
COc1cc(OC)cc(-c2n[nH]c(=S)n2-c2ccc3c(c2)OCO3)c1 | 4 | -16 | -0.2 | -5 | 1 | 96 | -7 | -0.3 | 1.2 | 106
COc1cc(SC)ccc1C(=O)Nc1ccc(S(=O)(=O)N2CCCC2)cc1 | 2 | 8 | -0.2 | -1 | -6 | 100 | 7 | 1.4 | 1.1 | 100
Cc1cccc(N(CC(=O)Nc2ccccc2-c2ccccc2)S(=O)(=O)c2ccccc2)c1C | -7 | -11 | -0.3 | -5 | 15 | 106 | -16 | -0.5 | 0.99 | 113
CC(C)SCC(=O)Nc1ncc2c(n1)-c1ccccc1CC2 | -1 | -9 | -0.1 | -4 | 11 | 101 | 28 | -1.2 | 1.1 | 78
CCOC(=O)c1cnc(SCC(=O)N2CCN(C(=O)c3ccco3)CC2)nc1N | 3 | -8 | 0.0 | -3 | 0 | 97 | 6 | -0.1 | 1 | 97
Cc1ccc(C(=O)CC2(O)C(=O)N(Cc3ccccc3)c3ccccc32)o1 (stereo not drawn) | 3 | -7 | 0.0 | 0 | 18 | 102 | 4 | -0.1 | 0.93 | 99
Cc1cc(NC(=S)N(CCCN2CCOCC2)Cc2ccco2)ccc1Cl | 9 | -1 | -0.5 | -9 | -6 | 92 | -4 | -0.3 | 1 | 104
O=C1CCc2nc3ccccc3c(=O)n2N1 | 1 | 1 | -0.1 | 1 | 2 | 99 | 2 | 1.2 | 0.98 | 101
COc1ccc(C(C)(C)C)cc1S(=O)(=O)N1CCC(C(N)=O)CC1 | -9 | -2 | -0.3 | -7 | 4 | 108 | -4 | -0.6 | 1 | 102
c1ccc(C2=Nn3c(nnc3-c3ccco3)SC2)cc1 | 1 | -7 | 0.1 | -5 | 1 | 99 | 13 | -0.9 | 0.89 | 97
CC1(C)CC(=O)CC(C)(C)N1OC(=O)c1ccccn1 | 11 | 9 | 0.0 | 0 | 20 | 90 | -4 | 0.1 | 0.98 | 105
CCSc1nc2c(c(=O)[nH]1)C(c1ccccn1)C1=C(CC(C)(C)CC1=O)N2 (stereo not drawn) | 2 | 4 | 0.3 | -8 | 6 | 98 | 7 | -2.9 | 0.81 | 98
O=C(Cc1ccc([N+](=O)[O-])cc1)Nc1ccc(O)cc1C(=O)O | -3 | -12 | -0.4 | 1 | 0 | 103 | 8 | 2.6 | 1.1 | 93
O=C(Cc1ccccc1)N(c1ccc(F)cc1)C1C=CS(=O)(=O)C1 (stereo not drawn) | -7 | 3 | -0.4 | 0 | -6 | 107 | 3 | 0.0 | 1.2 | 100
O=C(CN1C(=O)NC(Cc2c[nH]c3ccccc23)C1=O)Nc1cccc(S(=O)(=O)N2CCCCCC2)c1 (stereo not drawn) | -2 | -3 | -0.3 | 0 | 8 | 102 | -8 | 0.2 | 0.63 | 107
O=C(CCSCCC(=O)NCc1cccs1)NCc1cccs1 | -1 | -4 | -0.3 | -2 | -14 | 99 | 4 | -0.3 | 1.3 | 101
c1cc2c(cc1-c1[nH]ncc1CN1CC3C[C@@H]4CC1C[C@H](C3)C4)OCO2 | 5 | -4 | -0.2 | -1 | 8 | 94 | -8 | -0.6 | 1.2 | 109
CN(Cc1ccc(F)cc1)C(=O)c1cccc(OC2CCN(C3CCCC3)CC2)c1 | 7 | -14 | 0.1 | 3 | 0 | 93 | 3 | -3.4 | 0.82 | 108
COC(=O)c1oc2ccccc2c1NC(=O)/C=C/C(=O)O | 3 | 17 | -0.2 | -2 | 8 | 97 | -6 | -1.8 | 1.6 | 108
CCOc1ccc(OCCC(=O)Nc2ccc(F)cc2C)cc1 | -7 | 3 | -0.1 | -3 | 9 | 105 | 1 | -0.1 | 1.2 | 101
O=C1c2cccnc2C(Nc2ccc(F)c(Cl)c2)N1Cc1cccs1 (stereo not drawn) | 14 | 13 | -0.4 | -2 | 2 | 86 | -9 | -1.0 | 1.8 | 109
CCc1sc(N(C(=O)Cc2ccccc2)c2ccccc2F)nc1-c1ccc(C)cc1 | 9 | 4 | -0.4 | -7 | 12 | 92 | 24 | 1.9 | 0.87 | 82
COc1ccc(OC)c(Nc2cc(C(=O)NCCCN3CCOCC3)c3ccccc3n2)c1 | 2 | 1 | -0.1 | -8 | -7 | 99 | -10 | -0.8 | 0.39 | 111
Cc1cccc(NC(=S)NC(=O)/C=C/c2ccco2)n1 | -23 | -15 | -0.3 | 3 | 46 | 120 | 8 | 1.2 | 1.7 | 94
N=c1n(CCN2CCCCC2)c2ccccc2n1CC(O)c1ccc(Cl)c(Cl)c1 (stereo not drawn) | 5 | 10 | -0.4 | -6 | -3 | 95 | -4 | 0.0 | 1.5 | 103
N#CC(C(=O)c1ccc(S(=O)(=O)N2CCCCCC2)cc1)c1nc2ccccc2[nH]1 (stereo not drawn) | -4 | -6 | 0.2 | -5 | -2 | 103 | 3 | -0.4 | 1.8 | 100
COc1ccc(N2CS(=O)(=O)/C(=C/N(C)C)C2=O)cc1 | -27 | -4 | 0.5 | -2 | 23 | 125 | -2 | -3.7 | 1.7 | 106
CC(C)C(=O)Nc1cccc(-c2nc3ccccc3o2)c1 | -24 | 26* | -0.1 | -1 | nt | 120 | 22 | -0.5 | 1.6 | 84
O=C1NC(c2ccccc2)=C(c2ccc3ccccc3n2)C(c2ccc(F)cc2)N1 (stereo not drawn) | 3 | -9 | -0.3 | -2 | -2 | 97 | -14 | -0.1 | 0.85 | 116
CSc1ncnc2sc(C)c(C)c12 | -2 | -6 | -0.1 | -1 | 10 | 101 | 20 | -0.4 | 0.84 | 91
CC(C)Cn1c(-c2ccco2)n[nH]c1=S | -6 | -3 | -0.2 | 3 | 18 | 106 | 2 | 1.5 | 1.1 | 101
O=C(O)Cn1cc(/C=C2/NC(=O)N(c3ccc(Cl)cc3)C2=O)c2ccccc21 | -6 | -16 | -0.2 | -1 | 19 | 106 | -10 | -1.7 | 0.91 | 113
C=CCn1c(SCC(=O)Nc2cc(C)on2)nc2sc(CC)cc2c1=O | 10 | 1 | -0.4 | -4 | -5 | 91 | 11 | -1.6 | 1.4 | 95
Cc1cc(F)c(F)c(C(=O)NC2CC2)c1Cl | 1 | -2 | 0.0 | -2 | 10 | 99 | 1 | 0.9 | 0.97 | 101
CCN1C(=O)/C(=C/c2nc3ccccc3c(=O)[nH]2)c2ccccc21 | -2 | 0 | -0.3 | 3 | -9 | 104 | -2 | -0.1 | 0.86 | 99
CCS(=O)(=O)Nc1ccc(-c2nc3cccnc3s2)cc1 | 12 | -12 | -0.3 | -3 | 197* | 88 | nt | 0.0 | 2 | nt
CCCCCOc1ccc(C(=O)NCC2(c3ccccc3)CCOCC2)cc1 | -11 | -1 | -0.1 | -3 | -8 | 110 | 17 | 0.9 | 0.92 | 95
C=CCOC(=O)C1=C(C)NC(=O)NC1C1CC=CCC1 (stereo not drawn) | -3 | 18 | -0.1 | 0 | 4 | 102 | 17 | 1.4 | 1 | 95
CCOC(=O)CCC(=O)N1CCOCCN(C(=O)CCC(=O)OCC)CCOCC1 | 3 | 10 | -0.4 | -3 | 0 | 97 | 4 | 1.1 | 0.97 | 100
O=C(/C=C/c1ccccc1)Nc1ccc(Br)cn1 | -47 | -2 | -0.1 | -5 | -63 | 142* | 17 | -2.7 | 0.97 | 91
O=C(/C=C/c1ccccc1[N+](=O)[O-])NC1CCCC1 | -19 | 3 | 0.1 | -4 | 9 | 118 | 14 | -0.6 | 1.6 | 96
CC[n+]1c(C)n(-c2ccccc2)c2ccc(C(=O)OC)cc21 | 0 | -3 | -0.2 | 16* | 11 | 101 | -1 | -0.1 | 1.1 | 103
Cc1nc2c(=O)[nH]c3ccccc3c2o1 | -5 | -6 | -0.3 | 3 | 10 | 106 | -2 | -0.6 | 1.6 | 102
CCN1CCN(S(=O)(=O)c2cccc([N+](=O)[O-])c2)CC1 | 15 | 6 | -0.3 | 0 | -19 | 87 | 19 | 1.2 | 1 | 86
COc1cc(CC(=O)OCC(=O)Nc2cc(S(=O)(=O)N3CCCC3)ccc2Cl)cc(OC)c1OC | 9 | -11 | -0.4 | -1 | 14 | 91 | 8 | 0.4 | 0.79 | 94
CCS(=O)(=O)n1nc(-c2ccccc2)nc1N | -2 | 3 | -0.1 | 1 | 2 | 102 | 6 | 1.2 | 1.2 | 98

One compound at a time (already shown):
CC(C)Cn1c(-c2ccco2)n[nH]c1=S is listed as STAT1 blocker: -6; TLR4-MyD88 BLA: -3; Hsp70 activator: -0.2; Efa HMGR inh: 3; APP 5'UTR act: 18; STAT1 act: 106; STAT3 inh: 2; Redox H2O2 prof: 1.5; NF-kB expr up: 1.1; STAT3 act: 101
COc1cc(CC(=O)OCC(=O)Nc2cc(S(=O)(=O)N3CCCC3)ccc2Cl)cc(OC)c1OC is listed as STAT1 blocker: 9; TLR4-MyD88 BLA: -11; Hsp70 activator: -0.4; Efa HMGR inh: -1; APP 5'UTR act: 14; STAT1 act: 91; STAT3 inh: 8; Redox H2O2 prof: 0.4; NF-kB expr up: 0.79; STAT3 act: 94

Compound activity as filed in PubChem BioAssay.
